Screening results (PubChem)
H9c2 TAG inh = triacylglycerol accumulation inhibition; AID 651582; H9c2 cells, Nile Red lipid (TAG) fluorescence; cells loaded with 200 µM oleic acid; 230,000 tested, 0.66% active; inhibition, % at 12.5 µM;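 active = pattern-corrected inhibition of lipid staining of at least 50% with the nuclear-stain viability signal not falling by more than 50%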;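 also: 0% = DMSO wells and 100% = triacsin C control wells; some results filed as inactive read as strong as hits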
H9c2 TAG inh DAPI viability = recorded beside H9c2 TAG inh, whose call it bears; DAPI nuclei signal change (viability), lower = more cytotoxic, %;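 whole-well DAPI fluorescence read on a plate reader as a viability signal; minus 50 percent equals half of cells still viable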
Active calls of the source: *. Some of the compounds tested; count on the stated rates, not on these rows.

SMILES	H9c2 TAG inh	H9c2 TAG inh DAPI viability
O=S(=O)(NCc1csc(-c2cccnc2)n1)c1cccs1	-6	-5
COc1ccc(C(=O)C2CCN(C(=S)Nc3ccc(F)cc3)CC2)cc1	1	3
COc1ccccc1NC(=O)C(C)OC(=O)C1CC(=O)N(c2ccc3c(c2)OCCO3)C1 (configuration not stated)	-11	16
COC(=O)CCCC1=CC2=CC(=O)C(C)(OC(=O)c3cccs3)C(=O)C2=CN1CCc1ccccn1 (configuration not stated)	10	10
O=C(NNc1nc(-c2ccccc2)cs1)c1ccc(F)cc1	-3	4
COc1ccc(/C=C2\CCCC(C(=O)C(F)(F)F)=C2O)cc1	-26	1
Cn1c(SCc2ccc(C(C)(C)C)cc2)nnc1C1COc2ccccc2O1 (configuration not stated)	-3	-7
O=S(=O)(Cc1ccco1)Cc1nc(-c2ccc(Cl)cc2)cs1	-38	18
COc1ccc(C2C(C#N)=C(N)OC3=C2C(=O)CCC3)cc1OC (configuration not stated)	4	-2
Cc1cc(C)c2c(N)c(S(=O)(=O)c3ccccc3)sc2n1	-35	5
O=C(NCc1ccco1)C1CC(c2ccc(Cl)c(Cl)c2)=NO1 (configuration not stated)	2	-30
CC(=O)N1CCN(Cc2cc(=O)n3cc(Cl)c(C)c(Cl)c3n2)CC1	-1	2
O=C(N/N=C/c1ccc(N2CCCCC2)o1)c1ccccc1	8	2
COc1ccc(Cn2nnc3c(=O)[nH]c(C4CCN(C(=O)c5ccccc5Cl)CC4)nc32)cc1	5	-3
COc1ccc(S(=O)(=O)N2CCCCC2)cc1NC(=O)C1CC(=O)N(Cc2ccccc2)C1 (configuration not stated)	-9	2
CC(=O)Nc1cccc(NC(=O)Nc2cccc3ccccc23)c1	22	6
CCOc1ccccc1N1C(=O)c2ccc(C(=O)O)cc2C1=O	-11	4
COc1ccc(C(=O)Nc2ccc(C(=O)NCCc3ccc(OC)c(OC)c3)cc2)cc1	20	11
O=C(Nc1ccc(Oc2ccccc2)cc1)c1csc(COCCO)n1	-2	-4
O=C(NCc1ccccc1Cl)c1csc(COCCO)n1	7	-15
CC(=O)c1ccc(OC(C)C(=O)Nc2cccc(S(=O)(=O)NCc3ccco3)c2)cc1 (configuration not stated)	-17	-7
Cc1ccc(C)c(OCCC(=O)OCC(=O)NNC(=O)c2ccccc2)c1	4	-4
O=C(COC(=O)c1cc(Br)ccc1O)Nc1cccnc1Cl	18	-3
CCc1ccc(C=C2SC(=S)N(CCCC(=O)Nc3ccc(C(=O)O)cc3)C2=O)cc1	21	0
CCCNC(=O)c1cc2c3ccccc3n(C)c2s1	12	-10
More records
SMILES	H9c2 TAG inh	H9c2 TAG inh DAPI viability
Cn1c(-c2ccc3c(c2)OCO3)cnc1NCc1ccccc1Cl	10	20
Cc1ccc(S(=O)(=O)N2CCCC2)s1	-3	3
COc1ccc(C(=O)Nc2ccc(NC(C)=O)cc2)cc1S(=O)(=O)N1CCCCC1C (configuration not stated)	-3	17
CCOC(=O)CSC1=C(C#N)C(c2ccc(C)cc2)C(C(=O)OC)C(=O)N1 (configuration not stated)	6	3
CC1C(=O)N(Cc2cn(CCC3OCCCO3)nn2)CCS(=O)(=O)N1Cc1ccc(-c2ccc(Cl)c(Cl)c2)cc1 (configuration not stated)	-3	-14
CCOc1ccc(/C(O)=C2\C(=O)C(=O)N(c3ccc(OC)cc3)C2c2ccccc2[N+](=O)[O-])cc1 (configuration not stated)	-6	15
Cc1ccccc1OCCSc1nc2ncnc(N)c2[nH]1	2	-8
O=C(Cn1cc(COc2ccc3ccc(=O)oc3c2)nn1)c1ccc(O)cc1	1	-3
CC1(c2nnc(-c3ccc(Cl)cc3)o2)CC(c2ccc(Cl)cc2)=NO1 (configuration not stated)	-8	6
Cc1ccc(N2CCN(C3=NC(=O)C(Cc4ccccc4)S3)CC2)cc1 (configuration not stated)	-2	-4
C/C(=N\NC(=O)c1cccc(S(=O)(=O)Nc2ccc(C)cc2C)c1)c1ccncc1	3	8
Cc1ccccc1Cn1cc(S(=O)(=O)c2ccc(C(C)C)cc2)c(=O)c2cc3c(cc21)OCO3	8	-2
CCOc1ccc(S(=O)(=O)N2CCN(Cc3ccco3)CC2)cc1	-9	2
Cc1ccccc1OCC(=O)NCc1ccccc1	-22	0
C[C@H]1COC(=O)[C@H](Cc2ccc(F)cc2)C/C=C\C[C@@H](CC(=O)N(CCO)Cc2ccccc2)C(=O)N1	-14	1
NS(=O)(=O)c1ccc(NC(=O)CSc2ncn[nH]2)cc1	2	1
C=CCNC(=O)NC(=O)CSc1nnc(C(F)(F)F)n1C	-17	6
CCOC(=O)C(=CNc1cc(C)nn1C(C)(C)C)C(=O)OCC	-21	-2
Cc1cc(Cl)ccc1C(=O)C1CCCN(C(=O)c2cscn2)C1 (configuration not stated)	-20	4
CCCCC(=O)Nc1nc(C)c(-c2csc(Nc3ccc(Cl)cc3)n2)s1	19	7
CCOc1ccc(-c2c(C)n([O-])c3c([n+]2=O)CCCCC3)cc1	12	-9
COc1ccc(S(=O)(=O)N2CCCCC2C)cc1 (configuration not stated)	-2	-1
CNC(=O)c1ccc(-c2sc3nc(N4CCOCC4)c4c(c3c2N)CCCC4)o1	51*	46*
Cc1ccc(NC(=O)CCN2C(=O)c3ccccc3C2=O)cc1	7	3
COc1ccc(NC(=O)CSc2nc(C)cc(C)n2)c([N+](=O)[O-])c1	11	-17
(further entries)
SMILES	H9c2 TAG inh	H9c2 TAG inh DAPI viability
COc1cccc2sc3cc(NCc4ccc(C)o4)ccc3c(=O)c12	14	10
Cc1cccc(C(=O)NNC(=O)c2n[nH]c(=O)c3ccccc23)c1C	12	-11
CC(C)CN(C(=O)CN1CCN(c2ccc([N+](=O)[O-])cc2)CC1)c1c(N)n(CC(C)C)c(=O)[nH]c1=O	-25	2
Cc1cc(C(=O)OCC(=O)NC2CCCC2)c2ccccc2n1	5	0
CC(=O)N1CCN(C(=O)c2ccc(NS(=O)(=O)c3ccc(Cl)c(Cl)c3)cc2)CC1	-11	14
COc1ccc(OC)c(NC(=O)Nc2nnc([C@@H]3O[C@H](CO)[C@@H](O)[C@H]3O)s2)c1	6	-6
Cn1nccc1C(=O)Nc1cccc(S(=O)(=O)N2CCOCC2)c1	3	3
CNc1nc(-c2ccccn2)nnc1-c1ccccc1	-8	-6
O=C(Nc1ccccc1)C1Cc2c(-c3ccc(Cl)cc3)ccnc2O1 (configuration not stated)	-19	-5
CC(C)CC(c1nnnn1Cc1ccco1)N1CCN(c2cccc(Cl)c2)CC1 (configuration not stated)	12	-3
CCN(C(=O)COC(=O)CCC(=O)c1ccccc1)c1c(N)n(Cc2ccccc2)c(=O)[nH]c1=O	2	5
CC1CCCN1c1ccnc2cc(Cl)ccc12 (configuration not stated)	-6	6
CC(C)=C1C2C=CC1C(C(=O)Nc1cc(C)ccc1C)C2C(=O)O (configuration not stated)	-8	7
COc1ccccc1CC(=O)NCc1csc(-c2cccs2)n1	-2	3
CN(c1ccccc1)S(=O)(=O)c1cccc(Cl)c1Cl	-4	8
CCOC(=O)C1(Cc2cccc(Cl)c2)CCCN(C(=O)CCC(=O)N(C)C)C1 (configuration not stated)	9	-9
Cc1ccc(NC(=O)CSc2nnc(-c3ccccc3Br)o2)cc1C	-5	-2
CN(C)N=Nc1nc2c(c(=O)n(C)c(=O)n2C)n1C	-4	-2
COc1ccc(CN2CCNC(=O)C2CC(=O)N(C)Cc2cc(C)no2)cc1OC (configuration not stated)	6	6
COc1ccc2[nH]cc(C(=O)CNc3nc(C)cs3)c2c1	8	-2
NC(c1csc(Nc2nncc3ccccc23)n1)c1ccccc1Cl (configuration not stated)	9	11
CCC(Oc1ccccc1)C(=O)NCCCN1CCOCC1 (configuration not stated)	7	2
CCOC(=O)c1[nH]cnc1C(=O)N[C@@H](C)c1ccccc1	-32	6
Cc1ccccc1OCCn1cc(C(=S)N2CCN(C)CC2)c2ccccc21	-13	37
CC(C)c1ccc(NC(=O)CSC(C)c2nc3ccccc3c(=O)[nH]2)cc1 (configuration not stated)	5	4

6 entries drawn at random from the list so far, as already listed:
SMILES	H9c2 TAG inh	H9c2 TAG inh DAPI viability
CC(C)CN(C(=O)CN1CCN(c2ccc([N+](=O)[O-])cc2)CC1)c1c(N)n(CC(C)C)c(=O)[nH]c1=O	-25	2
COc1ccccc1CC(=O)NCc1csc(-c2cccs2)n1	-2	3
CC(C)c1ccc(NC(=O)CSC(C)c2nc3ccccc3c(=O)[nH]2)cc1 (configuration not stated)	5	4
COc1ccc(CN2CCNC(=O)C2CC(=O)N(C)Cc2cc(C)no2)cc1OC (configuration not stated)	6	6
CC(C)CC(c1nnnn1Cc1ccco1)N1CCN(c2cccc(Cl)c2)CC1 (configuration not stated)	12	-3
Cn1nccc1C(=O)Nc1cccc(S(=O)(=O)N2CCOCC2)c1	3	3

Next section:
SMILES	H9c2 TAG inh	H9c2 TAG inh DAPI viability
OCCNc1nc(Nc2cc(Cl)ccc2OC2CCCC2)nc(N2CCCC2)n1	34	-3
O=C(NCc1ccc2c(c1)OCO2)Nc1ccc([N+](=O)[O-])cc1	-41	-6
COc1ccc(OCc2nnc(NC(=O)Nc3ccccc3F)s2)cc1	13	-7
CC(=O)NC(C)(c1ccccc1)c1nc(-c2cccc(C(F)(F)F)c2)cs1 (configuration not stated)	-13	8
C/C(=N/NC(=O)c1ccc2c(c1)OCO2)c1ccc(NC(=O)c2ccc(F)cc2)cc1	-5	4
CC(C)N=C1NN=C(c2ccc(F)cc2)CS1	11	-6
CN(CCCN1CCOCC1)Cc1nc(-c2ccccc2)no1	-1	6
CC(=O)Nc1ccc(CCCCc2ccccc2)cc1	-16	8
CCC(C)Sc1nc2c(cnn2-c2ccc(C)cc2)c(=O)[nH]1 (configuration not stated)	-5	8
C=CCNC(=O)c1nc2ccccc2s1	-5	-1
CC[C@]12c3[nH]c4cc(CCC(=O)N(C)C)ccc4c3CCN1C(=O)[C@@H](CC(=O)NC(C)(C)C)C[C@@H]2C(=O)N1CCN(C(=O)C2CC2)CC1	5	5
O=C(CSc1nnnn1C1CC1)Nc1cccc(S(=O)(=O)N2CCCC2)c1	6	-1
CCSc1nnc(NC(=O)CCn2c(=O)oc3ccccc32)s1	8	-4
CCCCc1cc(=O)oc2cc(OC(C)C(=O)NCCN3CCOCC3)ccc12 (configuration not stated)	7	5
COc1ccc(C(=O)NCCCN2CCOCC2)cc1OC	7	-3
COc1ccc(C2=Nn3c(nnc3-c3ccccc3F)SC2)cc1OCC1CC1	10	-1
CCSCc1nnc(SCC(=O)Nc2ccc(F)cc2)n1CC	-3	-8
COc1ccc(C(CCc2cc(OC)c(OC)c(OC)c2)NC(C)=O)cc1 (configuration not stated)	-4	-1
O=C(COC(=O)COc1ccc(Cl)cc1)Nc1ccc(N2CCOCC2)cc1	9	-7
COC(=O)c1ccccc1NC(=O)Nc1ccc(C)cn1	-24	7
Fc1ccc(CSc2nnc3ccccn23)c(Cl)c1	19	3
COc1cccc(NC(=O)CN(C)C(=O)C2CC(=O)N(CCc3ccc(OC)c(OC)c3)C2)c1 (configuration not stated)	-5	1
CCc1cccc(CC)c1NC(=S)Nc1cccc(Cl)c1Cl	-14	7
Cc1ccc(NC(=O)C(NC2CCCC2)c2ccccc2)cc1Cl (configuration not stated)	-15	-9
COc1ccccc1NC(=O)C/C(N)=N/OCC(=O)Nc1cccc(Cl)c1	-7	-1

The list goes on, starting with the last 7 of the part before.
SMILES	H9c2 TAG inh	H9c2 TAG inh DAPI viability
O=C(COC(=O)COc1ccc(Cl)cc1)Nc1ccc(N2CCOCC2)cc1	9	-7
COC(=O)c1ccccc1NC(=O)Nc1ccc(C)cn1	-24	7
Fc1ccc(CSc2nnc3ccccn23)c(Cl)c1	19	3
COc1cccc(NC(=O)CN(C)C(=O)C2CC(=O)N(CCc3ccc(OC)c(OC)c3)C2)c1 (configuration not stated)	-5	1
CCc1cccc(CC)c1NC(=S)Nc1cccc(Cl)c1Cl	-14	7
Cc1ccc(NC(=O)C(NC2CCCC2)c2ccccc2)cc1Cl (configuration not stated)	-15	-9
COc1ccccc1NC(=O)C/C(N)=N/OCC(=O)Nc1cccc(Cl)c1	-7	-1
CN(C1=C(NC(=O)c2ccccc2)C(=O)c2ccccc2C1=O)C1CCS(=O)(=O)C1 (configuration not stated)	33	-12
CC(Cl)C(=O)NNC(=O)CNS(=O)(=O)c1ccccc1 (configuration not stated)	-1	15
O=C(Nc1ccc(S(=O)(=O)Nc2ccccn2)cc1)c1cccc(Br)c1	-13	4
COc1ccc(Cl)cc1S(=O)(=O)N1CCCC(C(=O)N2CCCC2)C1 (configuration not stated)	-25	0
N#C/C(=C\c1ccncc1)c1nc2ccccc2o1	2	-11
CC(C)CCN1CCN(CCCn2cccn2)CC1CCO (configuration not stated)	-4	3
CCOC(=O)Cc1csc(SC(C)C(=O)Nc2ccc(NC(C)=O)cc2)n1 (configuration not stated)	5	-7
S=C(NC1CC1)N1CCc2ccccc2C1	5	6
Cc1ccc(/C=N/c2sc3c(c2C#N)CCC3)s1	1	-7
NC(=O)NC(=O)C(c1ccccc1)N1CCN(S(=O)(=O)c2ccc(Br)s2)CC1 (configuration not stated)	-11	0
CSC1=C(C#N)C2(CCCCC2)C(C(=O)Nc2ccccc2)=C(C)N1	15	-9
Cc1cccn2c(/C=N/OCc3ccc(F)cc3)c(-c3ccc(Cl)cc3)nc12	36	-17
O=C(c1ccc(-c2cccc([N+](=O)[O-])c2)o1)N1CCN(c2ccc([N+](=O)[O-])cc2)CC1	8	-9
O=C1NN=C2CCCCCC12 (configuration not stated)	-5	-6
O=C(NCC1CCCO1)c1cc2c(s1)CCCC2 (configuration not stated)	-12	-14
